Screening data: PubChem, National Center for Advancing Translational Sciences (NCATS)
Apoferritin bind: binds horse apoferritin like a general anesthetic. Potency, µM (highest dose often 77.5 µM), for the others: at the top dose activity change, negative = displacement, most hits filed as inhibitors. hit rate 0.074% among 350,000. apoferritin/1-aminoanthracene competitive binding, fluorescence. AID 485281; also: nearly all actives have a fitted effect of over 20% in size
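Read-out: endpoint 1-AMA fluorescence, excitation 380 nm and emission 535 nm, after compounds sit 10 min at room temperature with 10 uM horse-spleen apoferritin in 50% saturated 1-AMA/PBS. Values come from four-parameter Hill fits.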
APE1 inh: inhibitors of human APE1 endonuclease | recombinant APE1, TAMRA/BHQ-2 abasic DNA cleavage fluorescence | Potency, µM (titrated, usually from 65.8 µM), for inactives: at the top dose activity change, negative = inhibition, usual class: inhibitors | hit rate 0.35% among 350,000;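 also: plate controls were vehicle for no effect and reference inhibitor for full effect; nearly all actives have a fitted effect of over 55% in size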
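Kinetic fluorescence read (525 ex/598 em nm, three reads 60 s apart) of AP-site incision; signal = third minus first read. Enzyme 0.75 nM, dual-labelled THF duplex 50 nM, compound preincubation 15 min RT.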
BLM helicase inh: inhibitors of human Bloom syndrome helicase BLM. P54132. recombinant BLM DNA unwinding, fluorescence dequenching. Potency, µM (top dose mostly 56.1 µM), for inactives: at the top dose activity change, negative = inhibition, most hits filed as inhibitors. hit rate 0.2% among 350,000. AID 2528;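 also: plate controls were vehicle for no effect and no enzyme for full effect; nearly all actives have a fitted effect of over 35% in size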
Target sequence (P54132 whole entry, looked up): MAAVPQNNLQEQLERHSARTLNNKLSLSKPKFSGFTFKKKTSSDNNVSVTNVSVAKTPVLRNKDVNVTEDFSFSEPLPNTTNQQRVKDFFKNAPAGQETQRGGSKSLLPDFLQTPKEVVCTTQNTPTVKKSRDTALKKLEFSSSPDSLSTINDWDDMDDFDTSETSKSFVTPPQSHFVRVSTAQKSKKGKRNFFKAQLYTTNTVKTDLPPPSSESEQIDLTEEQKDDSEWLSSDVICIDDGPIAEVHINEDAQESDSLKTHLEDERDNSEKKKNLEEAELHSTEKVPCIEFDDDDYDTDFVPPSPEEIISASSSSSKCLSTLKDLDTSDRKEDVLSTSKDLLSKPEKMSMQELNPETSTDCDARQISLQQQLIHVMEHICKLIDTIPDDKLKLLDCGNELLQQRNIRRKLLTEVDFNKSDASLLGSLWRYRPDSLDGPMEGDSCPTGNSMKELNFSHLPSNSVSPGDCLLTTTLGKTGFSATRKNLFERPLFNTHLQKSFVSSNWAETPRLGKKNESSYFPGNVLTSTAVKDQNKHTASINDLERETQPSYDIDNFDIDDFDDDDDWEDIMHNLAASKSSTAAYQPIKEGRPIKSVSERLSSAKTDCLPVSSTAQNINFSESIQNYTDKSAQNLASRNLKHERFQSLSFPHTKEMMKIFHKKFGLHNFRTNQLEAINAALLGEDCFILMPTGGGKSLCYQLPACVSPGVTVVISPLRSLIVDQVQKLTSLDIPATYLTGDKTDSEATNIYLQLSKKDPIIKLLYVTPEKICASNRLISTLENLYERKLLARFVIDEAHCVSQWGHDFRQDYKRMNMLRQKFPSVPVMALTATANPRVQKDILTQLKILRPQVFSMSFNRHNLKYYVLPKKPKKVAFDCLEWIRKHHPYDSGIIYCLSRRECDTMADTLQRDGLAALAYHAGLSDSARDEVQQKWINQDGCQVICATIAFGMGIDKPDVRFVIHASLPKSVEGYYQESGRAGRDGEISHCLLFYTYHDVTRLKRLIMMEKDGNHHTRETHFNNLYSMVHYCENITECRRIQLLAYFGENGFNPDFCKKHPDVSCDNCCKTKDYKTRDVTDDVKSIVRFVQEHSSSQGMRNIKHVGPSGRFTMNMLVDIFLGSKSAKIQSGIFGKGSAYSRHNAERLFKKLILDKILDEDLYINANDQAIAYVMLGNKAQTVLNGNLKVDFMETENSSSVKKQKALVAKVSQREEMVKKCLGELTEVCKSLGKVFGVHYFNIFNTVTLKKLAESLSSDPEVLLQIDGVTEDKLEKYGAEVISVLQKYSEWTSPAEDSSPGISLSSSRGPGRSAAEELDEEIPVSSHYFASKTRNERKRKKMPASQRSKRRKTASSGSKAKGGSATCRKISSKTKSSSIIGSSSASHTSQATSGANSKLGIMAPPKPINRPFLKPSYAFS
Active calls of the source: *; ? = inconclusive; / = not tested or not shown; [ ] = another dose, or the depositor's remark. Calls follow the shape of the dose curve; as a rule, active = well fitted curve in the direction sought with a large enough effect; inconclusive = small, poorly fitted or top-dose-only effect, or another doubt; inactive = no such curve, though single readings can be large; an effect the other way counts as inactive or inconclusive. Unless noted, % is scaled to controls: 0 for no effect and ±100 for the full control effect; potency is read from the fitted curve at half-maximal effect. These rows are one share of the data (hit frequency here may not be typical).

SMILES	Apoferritin bind	APE1 inh	BLM helicase inh
COc1ccc(-c2nc3c(c4c2C[C@H](c2ccccc2)OC4)CN(S(=O)(=O)c2ccc(NC(C)=O)cc2)CC3)c(C)c1	/	2%[12.4 µM]	-3%[12.4 µM]
O=C1CC(c2ccc(O[C@@H]3OC(CO)[C@@H](O)C(O)C3O)cc2)Oc2cc(O)ccc21 (stereo partly specified)	/	5%	3%
COC(=O)C1=C(C)[C@H](O)[C@@H](C)[C@](C)(c2cc(OC)c(C)c(OC)c2COc2ccccc2)O1	/	0%	3%
FC(F)(F)c1cc(NC(=S)NC(c2ccccc2)c2ccccc2)cc(C(F)(F)F)c1	/	1%	-5%
COC(=O)[C@H](Cc1ccccc1)NC(=O)O[C@@H]1C(=O)c2ccc(OC)cc2O[C@H]1c1ccc2c(c1)OCO2	/	18%	-3%
CC(C)C[C@@H](CC(=O)N[C@@H](CCCN)CC(=O)N[C@@H]1CCNC[C@H]1C(=O)N[C@H](CC(=O)N[C@@H](CCC(=O)O)CC(=O)O)CC(C)C)NC(=O)[C@@H]1CNCC[C@H]1N	/	4%	3%
COc1cc2c(cc1OC)C(C(=O)c1ccc(OC)c(OC)c1O)=NCC2	/	0%	-17%
C[C@]12C[C@@](C)(C=C1/C=C/c1ccccc1)C(=O)C[C@H]2c1ccccc1	/	5%	-2%
COC[C@H]1O[C@@H](c2c(OC)cc(OC)cc2OC)[C@H](OC)[C@@H](OC)[C@@H]1OC	/	-2%	5%
Cc1cccc(C)c1Nc1oc(-c2ccccc2)nc1-c1cccc2ccccc12	/	2%	1%
CC(C)C[C@@H](CC(=O)N[C@@H](CCCN)CC(=O)N[C@@H]1CCCC[C@H]1C(=O)N[C@H](CC(=O)N[C@@H](CCC(=O)O)CC(=O)O)CC(C)C)NC(=O)[C@@H]1CNCC[C@H]1N	/	1%	4%
COC(=O)[C@H](COC(C)(C)C)NC(=O)O[C@@H]1C(=O)c2cc(Br)ccc2O[C@H]1c1cccc(OC)c1	/	-3%	-4%
C/C=C(\C)C(=O)O[C@H]1CC(C)=C2C(=O)C=C(C)C2[C@@H]2OC(=O)[C@@](C)(OC(=O)C=C(C)C)C21 (stereo partly specified)	/	4%	-5%
C=C(C(C)=O)C(O)c1ccc2ccccc2c1 (stereo unspecified)	/	-14%	4%
COC(=O)C[C@H]1c2ccccc2C2=C(C[C@@H](C)[C@H]3C(=O)NC(=O)[C@@H]23)N1C(=O)OC	/	-2%[12.4 µM]	3%[12.4 µM]
C=C[C@]1(C)Cc2occ(C)c2C[C@H]1C(=C)C(=O)O	/	-8%	3%
COc1cccc(CS(=O)(=O)c2nnnn2CC(C)C)c1	/	-1%	1%
CCCCCCCCCCCCCCCCCCOC[C@@H](O)COP(=O)([O-])OCC[N+](C)(C)C	/	2%	-7%
COC(=O)c1nnc(N[C@@H](Cc2c[nH]c3ccccc23)C(=O)OC)nc1C(=O)OC	/	0%	-14%
C=CCC(C)(O)c1ccsc1 (stereo unspecified)	/	0%	-2%
COC(=O)C1=C(C(=O)OC)[C@@H]2N(C)c3ccccc3[C@@]23C[C@@H](C(=O)OC)N(S(=O)(=O)c2ccc(OC)cc2)C3=N1	/	-10%[12.4 µM]	-2%[12.4 µM]
CCOC(=O)CC(CC(C)=O)C(=O)OCC (stereo unspecified)	/	12%	6%
C=CC1=C2C=C(C3CC3)N(C3CCCCC3)C=C2C(=O)C(C)(OC(=O)c2ccco2)C1=O (stereo unspecified)	/	-2%[12.4 µM]	-15%[12.4 µM]
CCCCC/C=C\C=C\C(O)CCCCCCCC(=O)O (stereo unspecified)	/	2%	-1%
CO[C@@H](CCOCc1ccccc1)C[C@H]1O[C@H](C(=O)OC(C)C)C=C[C@@H]1C	/	1%	-2%

Profiles, looked up by structure. Order of values: Apoferritin bind, APE1 inh, BLM helicase inh
CCCCC/C=C\C=C\C(O)CCCCCCCC(=O)O (stereo unspecified) across the screens: /, 2%, -1%
C=C[C@]1(C)Cc2occ(C)c2C[C@H]1C(=C)C(=O)O across the screens: /, -8%, 3%
COC(=O)C1=C(C(=O)OC)[C@@H]2N(C)c3ccccc3[C@@]23C[C@@H](C(=O)OC)N(S(=O)(=O)c2ccc(OC)cc2)C3=N1 across the screens: /, -10%[12.4 µM], -2%[12.4 µM]
FC(F)(F)c1cc(NC(=S)NC(c2ccccc2)c2ccccc2)cc(C(F)(F)F)c1 across the screens: /, 1%, -5%

Other results.
SMILES	Apoferritin bind	APE1 inh	BLM helicase inh
CC#CCN1c2ccccc2[C@]23C[C@@H](C(=O)OC)N(S(=O)(=O)c4ccc(C(F)(F)F)cc4)C2=NC(C(=O)OC)=C(C(=O)OC)[C@H]13	/	0%[12.4 µM]	-5%[12.4 µM]
COC(=O)CCCC1=CC2=CC(=O)C(C)(OC(=O)c3cnc4ccccc4n3)C(=O)C2=CO1 (stereo unspecified)	/	-3%	-2%
COc1ccc2c(c1)O[C@@H](c1ccc3c(c1)OCO3)[C@H](OC(=O)NC1CCCC1)C2=O	/	6%	1%
CC1=CC(=O)C2=C(C)C[C@H](OC(=O)Cc3ccccc3)C3[C@H](OC(=O)[C@H]3C)C12 (stereo partly specified)	/	-1%	2%
C=CC1=C2C=C(C3CC3)N(Cc3ccc4c(c3)OCO4)C=C2C(=O)C(C)(OC(=O)c2ccco2)C1=O (stereo unspecified)	/	16%[12.4 µM]	-8%[12.4 µM]
CCOC(=O)CNC(=O)O[C@H]1C(=O)c2cc(OC)ccc2O[C@@H]1c1ccc(OC)c(Br)c1	/	3%	1%
COC(=O)N1C2CC(=O)O[C@@H]3c4cc5c(cc4[C@]1(C)[C@@]3(Br)c1ccccc12)OCO5	/	-3%[12.4 µM]	4%[12.4 µM]
C=CCOC(=O)N[C@H](/C(C(=O)OC)=C(\C)NCc1ccccc1)c1cccc(C(F)(F)F)c1	/	2%	4%
C=CC[C@](C)(O)c1ccccc1	/	-2%	-2%
CCCCC[C@H](O)/C=C/C=C\CCCCCCCCCC(=O)O	/	2%	3%
N#CCCCSc1nnnn1-c1cc(C(F)(F)F)cc(C(F)(F)F)c1	/	1%	1%
O=S(=O)(CCc1ccccc1)c1nnnn1C1CCCCC1	/	0%	1%
C[C@H]1Cc2c(COc3ccccc3)nc3c(c2CO1)CN(C(=O)NCc1ccco1)CC3	/	-3%[12.4 µM]	-4%[12.4 µM]
N#Cc1ccc(CS(=O)(=O)c2ccccc2)cc1	/	17%	3%
CCCCCCCC1=Cc2ccc(F)cc2C(C(C(C)=O)C(=O)OC)N1C(=O)OC (stereo unspecified)	/	-2%	-5%
CCCCCC(=O)CC[C@@H]1[C@@H](C/C=C\CCCC(=O)O)[C@@H](O)C[C@H]1O	/	1%	-2%
Cc1ccc(S(=O)(=O)OCCc2ccccc2)cc1	/	-5%	2%
COc1cccc([C@@H]2Oc3ccc(OC)cc3C(=O)[C@H]2OC(=O)NCc2ccco2)c1	/	-1%	-1%
CC(=O)Nc1ccc(S(=O)(=O)N2CCc3nc(COc4ccccc4)c4c(c3C2)CO[C@@H](C)C4)cc1	/	-3%[12.4 µM]	0%[12.4 µM]
COc1cc2c(cc1O)-c1ccccc1CN(C)C2	/	2%	1%
C=CC1=C2C=C(C3CC3)N(CC(C)C)C=C2C(=O)C(C)(OC(=O)c2ccco2)C1=O (stereo unspecified)	/	-6%[12.4 µM]	-15%[12.4 µM]
C[C@H]1Cc2c(-c3ccccc3)nc3c(c2CO1)CN(C(=O)NCc1ccco1)CC3	/	-3%[12.4 µM]	-1%[12.4 µM]
CC(C)C[C@@H](CC(=O)N[C@H](CC(=O)N[C@@H]1CCNC[C@H]1C(=O)N[C@H](CC(=O)N[C@@H](CCC(=O)O)CC(=O)O)Cc1c[nH]c2ccccc12)C(C)C)NC(=O)[C@@H]1CCCC[C@H]1N	/	-4%	-14%
COc1ccc(-c2cnc(-c3cccnc3)o2)cc1	/	-4%	4%
COc1ccc(-c2nc3c(c4c2C[C@H](c2ccccc2)OC4)CN(S(=O)(=O)c2ccc(C)cc2)CC3)c(C)c1	/	-4%[12.4 µM]	-5%[12.4 µM]

An excerpt from above with just BLM helicase inh:
mol | BLM helicase inh
C=C(C(C)=O)C(O)c1ccc2ccccc2c1 (stereo unspecified) | 4%
COC(=O)C[C@H]1c2ccccc2C2=C(C[C@@H](C)[C@H]3C(=O)NC(=O)[C@@H]23)N1C(=O)OC | 3%[12.4 µM]
C=C[C@]1(C)Cc2occ(C)c2C[C@H]1C(=C)C(=O)O | 3%
COc1cccc(CS(=O)(=O)c2nnnn2CC(C)C)c1 | 1%
CCCCCCCCCCCCCCCCCCOC[C@@H](O)COP(=O)([O-])OCC[N+](C)(C)C | -7%
COC(=O)c1nnc(N[C@@H](Cc2c[nH]c3ccccc23)C(=O)OC)nc1C(=O)OC | -14%

An excerpt from above in order of the APE1 inh value, high to low.
SMILES	Apoferritin bind	APE1 inh	BLM helicase inh
O=C1CC(c2ccc(O[C@@H]3OC(CO)[C@@H](O)C(O)C3O)cc2)Oc2cc(O)ccc21 (stereo partly specified)	/	5%	3%
CC(C)C[C@@H](CC(=O)N[C@@H](CCCN)CC(=O)N[C@@H]1CCNC[C@H]1C(=O)N[C@H](CC(=O)N[C@@H](CCC(=O)O)CC(=O)O)CC(C)C)NC(=O)[C@@H]1CNCC[C@H]1N	/	4%	3%
CO[C@@H](CCOCc1ccccc1)C[C@H]1O[C@H](C(=O)OC(C)C)C=C[C@@H]1C	/	1%	-2%

Continuation:
SMILES	Apoferritin bind	APE1 inh	BLM helicase inh
CCCCCC(=O)/C=C/[C@H]1[C@H](O)CC(=O)[C@@H]1C/C=C\CCCC(=O)O	/	15%	5%
C=CCOC(=O)N[C@H](c1ccccc1)C(C(C)=O)C(C)=O	/	0%	2%
COc1cccc([C@@H]2Oc3ccc(Br)cc3C[C@H]2OC(=O)NS(=O)(=O)c2ccc(F)cc2)c1	/	0%	-14%
COC(=O)[C@H](COC(C)(C)C)NC(=O)O[C@@H]1C(=O)c2ccc(OC)cc2O[C@H]1c1cccc(C(F)(F)F)c1	/	0%	-4%
CO[C@H]1COC(=O)C/C=C\[C@@H](C)COC(=O)[C@@H](C)NC(=O)C/C=C\[C@@H]1C	5%[15.3 µM]	?	0%[12.4 µM]
C=C(C)C(O)C(CC/C=C(\C)C(=O)OCC)OC (stereo unspecified)	-5%[15.3 µM]	20%[12.4 µM]	0%[12.4 µM]
COC(=O)C/C=C\[C@H](C)[C@H](CO)NS(=O)(=O)c1ccc(C)cc1	-5%[15.3 µM]	-5%[12.4 µM]	4%[12.4 µM]
CNC(=O)[C@@]1(C)C=C[C@@H](Cc2ccccc2)N1C(C)=O	-9%	-5%	-4%
COC(=O)[C@H](C)NC(=O)C/C=C\[C@@H](C)[C@@H](CO)OC	-5%[15.3 µM]	34%[activator][12.4 µM]	4%[12.4 µM]
CCC(=O)[C@]12O[C@@]3(C4C(=O)OCCC41)N(CC)C(C)=C(C(=O)OC)C(c1ccccc1)N3C2=O (stereo partly specified)	-5%[15.3 µM]	16%[12.4 µM]	-4%[12.4 µM]
COCn1c2ccccc2c2nnc(C(=O)O)nc21	-8%[15.3 µM]	-14%[12.4 µM]	-5%[12.4 µM]
COc1ccc(OC)c(C2=Nn3c(nnc3-c3ccccc3O)SC2)c1	-23%	5%	-1%
CC12CC3OS(=O)OC3CC3C4C(C(OCc5ccccc5)C31)C42 (stereo unspecified)	4%[15.3 µM]	4%[12.4 µM]	0%[12.4 µM]
C/C=C\C1=C(CO)C(=O)C2O[C@]2(CC=C(C)C)C1=O (stereo partly specified)	-11%[15.3 µM]	19%[12.4 µM]	0%[12.4 µM]
COC(=O)NC(CC(C)=O)c1cccc(F)c1 (stereo unspecified)	22%[15.3 µM]	-7%[12.4 µM]	-9%[12.4 µM]
CCCCCCC#Cc1cc(OC)c(OC)cc1C(N1CC(C)c2ccccc21)N1CC(C)c2ccccc21 (stereo unspecified)	4%[15.3 µM]	?	-8%[12.4 µM]
O=C(N/N=C1/C[C@@H](O)[C@@H](O)[C@@H]2[C@@H]3C(=O)N(c4cccc(Oc5ccccc5)c4)C(=O)[C@H]3CC[C@H]12)OCc1ccccc1	2%[15.3 µM]	12%[12.4 µM]	-4%[12.4 µM]
